hIAP act = increases human intestinal alkaline phosphatase activity; 330,000 compounds, 0.16% hits; activation factor at 10 µM; P09923; purified human IAP, CDP-Star luminescence, 30 min; active compounds read high; 1 = vehicle-only enzyme, 0 = enzyme-free background;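 active = activation factor of the enzyme at least 2-fold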; also: the source names both 10 and 20 µM as test concentration; values of inactives mirror those of a sister screen read the other way
Target sequence (P09923 whole entry, looked up): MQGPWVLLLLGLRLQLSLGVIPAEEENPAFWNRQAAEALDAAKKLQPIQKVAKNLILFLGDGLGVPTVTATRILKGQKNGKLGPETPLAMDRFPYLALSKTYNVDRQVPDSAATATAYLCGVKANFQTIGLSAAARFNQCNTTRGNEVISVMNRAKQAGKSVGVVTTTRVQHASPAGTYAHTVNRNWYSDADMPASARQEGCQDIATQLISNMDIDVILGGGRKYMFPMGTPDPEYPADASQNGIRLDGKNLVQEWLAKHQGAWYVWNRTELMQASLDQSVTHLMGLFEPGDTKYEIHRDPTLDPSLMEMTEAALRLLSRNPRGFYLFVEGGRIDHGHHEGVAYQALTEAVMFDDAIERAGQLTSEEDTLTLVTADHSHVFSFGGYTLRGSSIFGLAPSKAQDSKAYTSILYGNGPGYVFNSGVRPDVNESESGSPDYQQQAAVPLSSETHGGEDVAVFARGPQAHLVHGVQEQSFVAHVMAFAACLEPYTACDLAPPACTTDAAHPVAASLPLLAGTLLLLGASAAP
mIAP activ = increases mouse intestinal alkaline phosphatase activity; 330,000 compounds, 0.24% hits; muIAP, CDP-Star luminescence, 30 min; active compounds read high; 1 = vehicle-only enzyme signal, 0 = enzyme-free wells; activation factor at 10 µM;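 active = activation factor of at least 2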; also: the source names both 10 and 20 µM as test concentration; values of inactives mirror those of a sister screen read the other way
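Assay system: mouse IAP enzyme; reagent: chemiluminescent substrate CDP-Star; dosing: test compounds delivered from DMSO solution; schedule: 30 min at room temperature; measured by: luminescence from enzymatic CDP-Star hydrolysis; controls: DMSO-only wells and no-enzyme negative control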
A3A deaminase = blocks human APOBEC3A ssDNA deamination; 330,000 compounds, 0.41% hits; recombinant A3A, FAM/TAMRA ssDNA deamination fluorescence; AID 493011; P31941; inhibition, % at 20 µM;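 active = at least 40% inhibition at 20 µM here, with at most 30% in a related deaminase screen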;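 also: plate controls were A3A with DMSO for no effect and wells lacking A3A enzyme for full effect; some results filed as inactive read as strong as hits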
hIAP inh = blocks human intestinal alkaline phosphatase; AID 2544; purified IAP, CDP-Star luminescence, 30 min; P09923; 330,000 compounds, 0.12% hits; inhibition, % at 10 µM;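 active = inhibition reaching a set limit with compound at 10 µM in the primary screen, cut at about 35% in these data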;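 also: plate controls were DMSO wells with enzyme for no effect and no-enzyme buffer wells for full effect; values of inactives mirror those of a sister screen read the other way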
mIAP block = mouse IAP inhibition; purified mouse IAP, CDP-Star luminescence, 30 min; inhibition, % at 10 µM; 330,000 compounds, 0.2% hits;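 active = inhibition of at least 40% at 10 µM in the primary screen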;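 also: plate controls were DMSO with enzyme for no effect and no enzyme wells for full effect; values of inactives mirror those of a sister screen read the other way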
ATG4B inhibitor = blocks human ATG4B protease cleavage of LC3 substrate; 340,000 compounds, 0.51% hits; ATG4B cleavage of LC3-PLA2, NBD-HPC fluorescence, 1 h; inhibition, % at 8.33 µM; in the data active = inhibition above about 40%
Target sequence (Q9Y4P1 whole entry, looked up): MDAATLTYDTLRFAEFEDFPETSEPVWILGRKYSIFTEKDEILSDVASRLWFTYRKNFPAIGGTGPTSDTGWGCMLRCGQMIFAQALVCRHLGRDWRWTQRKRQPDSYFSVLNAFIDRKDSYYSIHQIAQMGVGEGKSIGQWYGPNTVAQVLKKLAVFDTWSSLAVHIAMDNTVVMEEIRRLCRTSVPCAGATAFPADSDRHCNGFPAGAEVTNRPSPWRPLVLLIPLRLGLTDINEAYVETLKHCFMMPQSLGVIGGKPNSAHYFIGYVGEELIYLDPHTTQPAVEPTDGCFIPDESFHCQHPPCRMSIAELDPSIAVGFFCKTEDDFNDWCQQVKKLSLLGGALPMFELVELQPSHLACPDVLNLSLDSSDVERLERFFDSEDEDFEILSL
PfG6PD inh = PfG6PD (Plasmodium falciparum) enzyme inhibition; PfGluPho enzyme, NADPH resazurin-diaphorase fluorescence; inhibition, % at 20 µM; 350,000 compounds, 0.78% hits; AID 504690;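 active = inhibition reaching at least a set limit at 20 µM in the primary screen, cut at about 59% in these data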;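 also: 0% = DMSO wells with substrate and 100% = DMSO wells lacking glucose-6-phosphate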
HKDC1 inhibitor = blocks human hexokinase HKDC1 activity; Q2TB90; recombinant HKDC1, G6PDH/diaphorase resazurin coupled fluorescence; inhibition, % at 20 µM; 340,000 compounds, 0.16% hits; AID 493160;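 active = inhibition above about 35% when tested at 20 µM, limit read from the data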;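 also: plate controls were DMSO wells with enzyme for no effect and DMSO wells lacking enzyme for full effect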
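Material – in-house recombinant HK5 (HKDC1) enzyme · Quantity – HKDC1 at 5 µg/mL · Buffer or medium – pH 8.0 Tris buffer with 10 mM MgCl2 · Reagent – glucose with 1 mM ATP · Dosing – single 20 µM dose · Times – reaction time 90 min, room temperature, protected from light · Technique – resorufin fluorescence at 613 nm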
* = called active by the depositor.

hIAP inh,PfG6PD inh,mIAP activ,HKDC1 inhibitor,mIAP block,molecule,hIAP act,A3A deaminase,ATG4B inhibitor
-11,-14,1.1,-6,-8,O=C(COc1ccc(Cl)cc1)Nc1ccccc1Cl,1.1,-3,4
-6,-5,0.98,-6,2,CC1=C/C(=N\NC(=O)c2ccccc2)CC1,1.1,-1,-2
3,-7,1,-8,0,COc1ccccc1C(=O)NCC(=O)N1CCN(S(=O)(=O)c2ccc3c(c2)OCCO3)CC1,0.97,-6,-8
11,-20,0.99,-9,1,O=C(O)c1cc(-c2ccncc2)nc2ccc(S(=O)(=O)N3CCOCC3)cc12,0.89,-4,3
6,-14,0.91,-5,10,C=CCNc1nnc(Cc2ccc(F)cc2)c(=O)[nH]1,0.94,-3,4
-3,-5,0.94,-1,6,Cc1ccc2nc(N3CCN(C)CC3)c(C#N)cc2c1,1,4,12
17,1,1,-6,-2,Cc1c(N2C(=O)CSC2c2ccc([N+](=O)[O-])cc2)c(=O)n(-c2ccccc2)n1C (stereo not given),0.83,3,-4
12,6,0.81,-6,19,CCOc1ccc(Nc2nc(Nc3ccc(O)cc3)nc(C)c2[N+](=O)[O-])cc1,0.88,0,-7
-3,-1,1.1,-2,-9,Cc1cc2nc3n(c2cc1C)CC1CC(C(=O)NCc2cccc(C(F)(F)F)c2)N(C)C31 (stereo not given),1,-2,-9
-26,-14,1.1,3,-9,COc1cc(CN2CCC(Oc3cc(C(=O)NC4CC4)ccc3OC)CC2)cc(OC)c1,1.3,4,7
5,16,0.98,1,2,Cc1ccc(C(O)(c2ccccc2)c2ccccc2C(C)N(C)C)c(C)c1 (stereo not given),0.95,-2,-10
0,-11,0.7,2,30,CCOC(=O)c1ccc(N2C(=O)CC(N3CCOCC3)C2=O)cc1 (stereo not given),1,1,0
8,9,0.79,-11,22,COC(=O)C1=C(C)N=c2s/c(=C/c3cccs3)c(=O)n2C1c1ccc(F)cc1 (stereo not given),0.92,-2,-9
-22,14,0.91,5,9,CCCn1c2ccccc2c2cnn(CC(=O)N3CCN(C4CCCCC4)CC3)c(=O)c21,1.2,-5,-12
-2,-3,0.99,-8,1,Cc1cc(C)nc(N2CCC(C(=O)NCCc3ccc(F)cc3)CC2)n1,1,4,3
-1,-10,1,-5,-5,C=COC(=O)CSc1snc(SCC(=O)OC)c1C#N,1,2,7
10,2,1.1,5,-6,CC(C)(C)NC(=O)C(c1ccc(Cl)cc1)N(Cc1ccco1)C(=O)CCl (stereo not given),0.9,-5,4
8,8,0.98,1,2,NC(=O)c1cnn2c(C(F)(F)F)cc(-c3ccc(F)cc3)nc12,0.92,0,-10
-3,-6,1,-1,0,O=C(CCS(=O)(=O)Cc1ccccc1)NCc1ccco1,1,-5,13
9,1,1,0,-1,Cc1ccc(CN2C(=O)c3ccccc3NC2c2cc(Br)ccc2O)cc1 (stereo not given),0.91,2,23

The results go on:
hIAP inh,PfG6PD inh,mIAP activ,HKDC1 inhibitor,mIAP block,molecule,hIAP act,A3A deaminase,ATG4B inhibitor
8,12,0.94,-4,6,Cc1nc(-c2cccnc2)sc1C(=O)Nc1cccc(C(F)(F)F)c1,0.92,1,-7
-10,-31,0.99,-2,1,Cc1ccc(-c2cc(C(=O)Nc3ccc(S(=O)(=O)Nc4onc(C)c4C)cc3)c3ccccc3n2)cc1,1.1,-1,15
1,5,1,-1,-1,Cc1ccc(CNC(N)=S)cc1,0.99,-3,-6
-23,-12,1.1,-4,-9,COc1cc(NC(=O)CN2C(=O)COc3ccc(S(=O)(=O)N4CCCC4)cc32)cc(OC)c1,1.2,2,-7
1,8,0.95,-4,5,O=C(CSc1nnc(-c2ccc(OC(F)F)cc2)o1)NC(=O)NCc1ccco1,0.99,36,-5
-11,-6,1,2,-1,CCOc1ncccc1C(=O)NCCc1ccc(OC)cc1,1.1,-4,0
-13,10,1,-5,0,CC(=O)c1cccc(NC(=O)N2CCCCCC2)c1,1.1,0,0
-10,7,1.1,-6,-15,COc1ccc(NC(=O)CC2SC(N3CCOCC3)=NC2=O)cc1OC (stereo not given),1.1,0,1
1,-1,1,-6,-1,CCOc1ccccc1Nc1nnc(SCC(=O)N(C)C2CCS(=O)(=O)C2)s1 (stereo not given),0.99,-7,-4
-8,11,0.86,1,14,O=c1[nH]c2ccc(NC(=S)Nc3ccc(F)cc3)cc2[nH]1,1.1,1,-8
-5,-3,0.97,-5,3,COc1ccc(NC(C)=O)cc1S(=O)(=O)N1CC=C(c2ccccc2)CC1,1.1,5,-27
-14,5,1,3,-3,CCCNC(=O)C(Cc1cccc(Br)c1)NC(=O)c1ccc(C#N)cc1 (stereo not given),1.1,5,10
-4,-7,0.96,5,4,CSc1nccc(N2CCN(c3ccc(F)cc3)CC2)n1,1,0,-5
18,-5,0.96,0,4,Cc1cc(C(=O)CN2C(=O)C(=O)N(Cc3ccco3)C2=O)c(C)n1CCc1ccccc1,0.81,-2,-16
11,2,0.94,-7,6,CC(=O)Oc1ccc2c(c1)c(C(C)=O)c(C)n2C,0.89,2,-4
-7,-11,0.97,-10,3,O=C(NC1CCCCC1)c1cc(S(=O)(=O)N2CCN(c3ccccc3)CC2)ccc1Cl,1.1,-3,0
-18,-22,1,-25,-3,COc1ccccc1C(=O)Nc1c2c(nn1-c1cccc(C)c1C)CS(=O)C2 (stereo not given),1.2,-1,-15
-4,-3,0.86,5,14,O=C(CSCc1cccs1)N1CCCC1,1,0,8
14,-18,1,-8,-1,CCOC(=O)C(NC(=O)OC(C)C)(Nc1nccs1)C(F)(F)F (stereo not given),0.86,0,6
-9,13,0.8,-2,20,Cc1ccc2nc(SCC(=O)Nc3cc([N+](=O)[O-])ccc3F)[nH]c2c1,1.1,1,-15

(cont.)
hIAP inh,PfG6PD inh,mIAP activ,HKDC1 inhibitor,mIAP block,molecule,hIAP act,A3A deaminase,ATG4B inhibitor
-13,-16,1.1,1,-5,O=C(O)c1cccc(NC(=O)c2ccccc2NC(=O)c2cccc([N+](=O)[O-])c2)c1,1.1,-7,-1
1,-6,1.1,-4,-8,O=C1Cc2ccccc2C(=O)N1c1cccc(Cl)c1,0.99,-2,-3
0,-2,1.1,2,-13,CC1CN(S(=O)(=O)c2cccc(C(=O)NCc3ccccn3)c2)CC(C)O1 (stereo not given),1,-4,-15
0,-13,1.1,-5,-13,COc1ccc(N(C(=O)c2ccn[nH]2)C(C(=O)NC(C)(C)C)c2ccc(F)cc2)cc1 (stereo not given),1,0,-7
-16,2,1,-3,-1,Cc1cc(-c2ccc(Cl)cc2)n2nc(C)cc2n1,1.2,0,1
12,30,1,-2,0,CC(C)NC(=O)c1onc(CSc2ccc(F)cc2)c1C(=O)NC(C)C,0.88,-1,-9
21,32,0.84,-8,16,COC(=S)N/C(=N\S(=O)(=O)c1ccc(Cl)cc1)c1ccccc1,0.79,-4,-5
-10,1,1,-5,-3,C=CCc1cc(C)ccc1OCCOCCn1ccnc1,1.1,1,-1
6,-5,1,-1,-1,Cc1ccc(C)c(NC(=O)CN(C)C(C)C(=O)N2CC(C)CC(C)C2)c1 (stereo not given),0.94,15,7
-6,-11,1,2,-2,CCc1cc2c(=O)n(Cc3ccco3)c(SCC(=O)NCC3CCCO3)nc2s1 (stereo not given),1.1,-3,-2
19,-1,1.1,-9,-5,CCC1(c2ccc(Cl)cc2)NC(=O)N(CC(=O)NC2(C#N)CCCCC2)C1=O (stereo not given),0.81,13,-10
-2,-6,0.99,-4,1,Cc1c(NC(=O)/C(C#N)=C/c2c(N3CCCCC3)nc3ccccn3c2=O)c(=O)n(-c2ccccc2)n1C,1,2,-13
0,-7,1,-12,-3,Cc1cccc(C(=O)Nc2nnc(COc3ccccc3)s2)c1,1,-1,-6
2,5,0.89,-6,11,O=C1C2C3C=CC(C3)C2C(=O)N1c1ccc(N2CCN(c3ccccn3)CC2)c([N+](=O)[O-])c1 (stereo not given),0.98,3,2
-1,-11,0.92,6,8,O=C(CNC(=O)c1ccco1)OC(C(=O)c1ccccc1)c1ccccc1 (stereo not given),1,0,-1
-9,3,1,-2,-4,CC(=O)N/C(=C\c1ccccc1)C(=O)OCC(=O)NC(=O)c1ccccc1,1.1,0,0
-13,-5,1.1,-11,-9,C=CCO/N=C/C1=C(O)C(C(=O)OC)C(C)(C)CC1=O (stereo not given),1.1,-3,0
5,4,0.94,-8,6,CC(OC(=O)CN1C(=O)NC2(CCCC2)C1=O)C(=O)Nc1cccc(Cl)c1 (stereo not given),0.95,-5,-3
22,18,1.1,-1,-13,COc1ccc(C)cc1NC(=O)NCCC1=CCCCC1,0.79,2,12
8,-6,0.98,-9,2,C=CCN(CC=C)C(=S)Nc1ccccc1,0.93,-2,-3

Going on with the list:
hIAP inh,PfG6PD inh,mIAP activ,HKDC1 inhibitor,mIAP block,molecule,hIAP act,A3A deaminase,ATG4B inhibitor
-10,1,1,-2,-4,COc1ccc(-c2noc(CCC(=O)NCc3ccco3)n2)cc1,1.1,1,1
-18,-3,1.1,-5,-12,O=C1CCCN1CCCNC(=S)Nc1ccccc1Cl,1.2,5,-12
-2,5,1.1,-2,-8,CC1CCCCC1NC(=O)CCS(=O)(=O)c1ccc2c(c1)NC(=O)CO2 (stereo not given),1,-3,3
-1,-5,0.85,-13,15,COc1ccc(/C=N/NC(=O)c2ccc(Br)cc2)cc1Cn1cc(Cl)cn1,1,-2,-2
-85,9,1.1,14,-9,COc1ccc(N(CC(=O)Nc2cccc(C(F)(F)F)c2)S(C)(=O)=O)cc1,1.9,0,-8
12,-21,0.97,-2,3,O=S(=O)(NC1CCCCC1)c1cccc2nsnc12,0.88,-3,-2
-22,0,1.1,-8,-7,CC(C)(C)c1cc(C(=O)NNC(=O)c2ccc(Cl)cc2)no1,1.2,1,-7
15,-2,0.94,-4,6,CC(C1CC1)N(C(=O)c1ccccc1[N+](=O)[O-])c1ccccc1 (stereo not given),0.85,-2,-4
-5,-6,0.95,11,5,CCc1ccc(S(=O)(=O)Nc2ccc(-c3ccc4nncn4n3)cc2)s1,1.1,-4,2
13,-3,0.92,-9,8,CCC(C)NC(=O)C1c2ccccc2C(=O)N1Cc1ccc(F)cc1 (stereo not given),0.87,0,-4
2,-4,0.78,-6,22,CC(=O)c1cccc(-c2csc(N3CCC(C(N)=O)CC3)n2)c1,0.98,2,9
-2,-7,0.97,0,3,COc1ccc(CN2CCNC(=O)C2CC(=O)NCc2ccc(C)s2)c(OC)c1 (stereo not given),1,-1,15
11,-15,1,-8,-4,C[C@@H]1C(=O)O[C@@H]2[C@H](O)C34[C@H]5C[C@@H](C(C)(C)C)C36[C@H](OC(=O)[C@@H]6O)OC4(C(=O)O5)[C@@]12O (stereo not given in full),0.89,-3,6
-4,3,1,-7,-2,Cc1ccc(C(=O)OCC(=O)c2c(N)n(C)c(=O)n(C)c2=O)cc1S(=O)(=O)N1CCOCC1,1,-6,-5
-3,-1,0.97,2,3,C=CCNC(=O)C(C(=O)OCC)C1CCCCC1 (stereo not given),1,-3,-4

One compound at a time, from the list above. Screens in order: hIAP inh | PfG6PD inh | mIAP activ | HKDC1 inhibitor | mIAP block | hIAP act | A3A deaminase | ATG4B inhibitor
COc1ccc(N(CC(=O)Nc2cccc(C(F)(F)F)c2)S(C)(=O)=O)cc1 as listed: -85 | 9 | 1.1 | 14 | -9 | 1.9 | 0 | -8
CC(C1CC1)N(C(=O)c1ccccc1[N+](=O)[O-])c1ccccc1 (stereo not given) as listed: 15 | -2 | 0.94 | -4 | 6 | 0.85 | -2 | -4
Cc1ccc(C(=O)OCC(=O)c2c(N)n(C)c(=O)n(C)c2=O)cc1S(=O)(=O)N1CCOCC1 as listed: -4 | 3 | 1 | -7 | -2 | 1 | -6 | -5

High-throughput results as filed in PubChem.

Compounds as they come. About 2.4% of those tested had a hit in this group.
